Ecoli viability = bacterial growth inhibition, counter-screen for AddAB inhibitors; E. coli V3065 growth, OD600 absorbance, 18 h; inhibition, % at 11.9 µM; 0.27% of 330,000 active;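 active = inhibition above the campaign's mean inhibition across all tested compounds plus 3 SD, cut at about 9.9% in these data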;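 note: uninfected addAB+ strain grown without phage in ampicillin broth; 0% = DMSO wells and 100% = ciprofloxacin 0.95 µg/ml wells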
OPRM1-OPRD1 ag = agonists of human mu-delta opioid receptor heterodimerization; cells, OPRM1-OPRD1 heterodimerization, luminescence; activation, % at 9.3 µM; 0.3% of 340,000 active; AID 504326; in the data active = activation above about 18%;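 note: 0% = vehicle-treated cells and 100% = reference agonist; values of inactives mirror those of a sister screen read the other way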
OPRM1-OPRD1 inv = mu-delta opioid heterodimer inverse agonism; P35372+P41143; inhibition, % at 9.3 µM; AID 504357; cell-based MOR-DOR heterodimer luminescence; 0.21% of 340,000 active; in the data active = inhibition above about 22%, passing the limit was not always enough;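 note: 0% = cells with DMSO and 100% = wells without cells with DMSO; values of inactives mirror those of a sister screen read the other way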
AddAB inh = less growth of phage-infected E. coli with AddAB; 0.29% of 330,000 active; inhibition, % at 11.9 µM; E. coli expressing H. pylori AddAB, absorbance growth; in the data active = inhibition above about 12%;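 note: 0% = vehicle wells of infected cells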
PfHsp90 set2 = reduces growth (ATP signal) of yeast expressing P. falciparum Hsp90; 0.32% of 310,000 active; S. cerevisiae expressing PfHsp90, BacTiter-Glo ATP, 48 h; yeast lacking PDR1 and PDR3 efflux regulators; inhibition, % at 9.4 µM;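 active = every replicate shows inhibition above about 80%, whatever the replicate mean, limit read from the data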;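 note: 0% = DMSO neutral controls and 100% = 20 µM radicicol positive controls; yeast relying on Plasmodium falciparum Hsp90 in place of its own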
phage Ecoli inh = E. coli growth loss with phage present; AID 651602; growth absorbance; inhibition, % at 11.9 µM; 0.26% of 360,000 active; in the data active = inhibition above about 11%
Mot1-301 SUMO = SUMOylation pathway inhibition by Mot1-301 growth rescue; S. cerevisiae Mot1-301 growth rescue, ATP luminescence, 38.5C; percent above DMSO median, 100 means doubled; 1% of 320,000 active; growth rescue, % at 18.8 µM; AID 2716;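 active = every valid replicate shows activation above 250% relative to neutral control wells; inactive = the rest, any valid replicate at or below 250%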;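 note: OY570 slx delta 5 strain wells were the positive control but not used for scaling; some compounds called inactive have numbers as strong as hits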
PKA-R1A activ = activators of PKA-R1A complex. P00514+P68181. PKA-R1A dissociation, Cy5-IP20 fluorescence polarization; scaled: DMSO 0%, 113 µM cGMP 100%. activation, % at 11.4 µM. 0.083% of 340,000 active. AID 504707;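 active = percent activation above the mean of all tested compounds plus 3 SD, cut at about 19% in these data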;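 note: higher means more PKAc released from R1A so a rise in polarization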
Tat transport = inhibitors of E. coli Tat protein transport. E. coli MC4100 TorA-mCherry Tat export, fluorescence. inhibition, % at 10 µM. 0.036% of 340,000 active;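 active = mean replicate inhibition at least 50% and at least half of replicates individually reaching 50%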;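 note: exported cargo escapes ClpAP degradation while cytoplasmic cargo is degraded and loses fluorescence; 0% = median of neutral control wells and 100% = median of NaSCN control wells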
PKA-R2B act = activates the human PKA-R2B holoenzyme complex | activation, % at 11.4 µM | PKA-R2B holoenzyme dissociation, Cy5-IP20 fluorescence polarization; R2B truncated from residue 108, S112A mutant; 0% DMSO only, 100% 113 µM cGMP | 0.079% of 340,000 active | P22694+P31323;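 active = activation above a cutoff set at the mean over all compounds plus 3 SD, cut at about 18% in these data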;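 note: higher means more holoenzyme dissociation and a rise in polarization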
Target sequence (P31323 whole entry, looked up, other chains not shown, the tested form may be a part): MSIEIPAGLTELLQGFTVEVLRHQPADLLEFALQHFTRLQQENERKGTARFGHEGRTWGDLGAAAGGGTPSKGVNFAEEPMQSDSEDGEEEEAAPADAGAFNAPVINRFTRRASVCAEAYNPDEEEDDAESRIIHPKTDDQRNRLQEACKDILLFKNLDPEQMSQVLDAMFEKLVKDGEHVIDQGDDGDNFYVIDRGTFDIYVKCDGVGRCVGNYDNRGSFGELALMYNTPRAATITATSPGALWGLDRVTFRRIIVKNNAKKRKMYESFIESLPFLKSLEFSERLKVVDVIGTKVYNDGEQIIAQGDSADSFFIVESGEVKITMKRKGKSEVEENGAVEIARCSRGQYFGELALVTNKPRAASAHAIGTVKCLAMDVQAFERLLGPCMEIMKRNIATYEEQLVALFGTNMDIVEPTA
HTR5A inv ag = inverse agonist of human HTR5A in OPRM1-OPRD1 counter-screen; AID 504634; 0.083% of 340,000 active; inhibition, % at 9.3 µM; HTR5A cell line, luminescence, inverse agonism; in the data active = inhibition mostly above about 23%, no sharp cut-off; inactive = mostly below about 18%;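 note: 0% = cells with DMSO and 100% = no-cell wells with DMSO; some compounds called inactive have numbers as strong as hits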
Target sequence (P47898 whole entry, looked up): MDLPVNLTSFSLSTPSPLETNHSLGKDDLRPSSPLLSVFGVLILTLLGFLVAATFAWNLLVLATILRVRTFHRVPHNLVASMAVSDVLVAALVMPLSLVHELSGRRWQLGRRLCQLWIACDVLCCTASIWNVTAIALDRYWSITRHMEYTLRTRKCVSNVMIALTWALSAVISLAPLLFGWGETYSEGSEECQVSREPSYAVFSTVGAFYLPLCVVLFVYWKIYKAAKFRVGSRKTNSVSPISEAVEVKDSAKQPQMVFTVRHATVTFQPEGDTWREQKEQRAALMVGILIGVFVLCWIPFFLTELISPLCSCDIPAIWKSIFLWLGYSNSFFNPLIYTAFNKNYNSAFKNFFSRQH
An asterisk follows results filed as active; x = not tested or not shown.

SMILES | Ecoli viability | OPRM1-OPRD1 ag | OPRM1-OPRD1 inv | AddAB inh | PfHsp90 set2 | phage Ecoli inh | Mot1-301 SUMO | PKA-R1A activ | Tat transport | PKA-R2B act | HTR5A inv ag
O=C(Nc1ccc(S(=O)(=O)Nc2nccs2)cc1)C(F)(F)F | 4.7 | -1.2 | 6 | 4.6 | 1 | 2.8 | -5 | 7 | -4 | 2 | -22
O=C(NCc1cccc2ccccc12)c1cccs1 | 5.9 | -1.6 | 9 | 4.0 | x | 2.9 | 169 | 2 | -1 | -5 | 4
Cc1ccc(NC(=O)Cn2nnc3ccccc3c2=O)cc1C | 0.5 | -1.0 | 5 | 0.5 | x | 2.6 | -3 | -4 | 1 | -10 | 5
CC(=O)N1CCCN(Cc2cn(-c3ccc(C)cc3)nc2-c2cccc(C)c2)CC1 | -2.7 | -0.9 | 5 | 2.5 | 2 | 1.5 | 1 | -1 | 3 | 4 | 7
COc1ccsc1C(=O)Nc1ccc(F)cc1F | 0.2 | -2.9 | 15 | -1.4 | -7 | 3.0 | -10 | -6 | 11 | -4 | -11
S=c1[nH]nc(-c2ccco2)n1-c1ccccc1Cl | 0.4 | -0.4 | 2 | 0.8 | -1 | 1.4 | -4 | 5 | -2 | -8 | 14
Cc1ccccc1N(CC(=O)NC1CCCCC1)C(=O)CNC(=O)c1cccs1 | -3.3 | -0.9 | 5 | -0.2 | 38 | 2.4 | 92 | -5 | 6 | 7 | -4
CN1CCN(Cc2nc3c(c(=O)n(C)c(=O)n3C)n2Cc2cccc3ccccc23)CC1 | x | -1.1 | 6 | x | 31 | 0.5 | x | 0 | 1 | -1 | -33
O=C1CCCC/C1=C/NCc1ccccc1 | -1.6 | -0.9 | 5 | 1.7 | -2 | 3.2 | 15 | 5 | 3 | -11 | 10
COC(=O)c1ccc(OC)c(CSc2nnc(COc3ccccc3)o2)c1 | 0.1 | 0.9 | -4 | 1.7 | -93 | 1.2 | -4 | 6 | 9 | -4 | 3
CCOc1ncccc1C(=O)OCCN1C(=O)c2ccccc2C1=O | -4.1 | 0.6 | -3 | 0.5 | -11 | 2.2 | 193 | -9 | 1 | 1 | 4
CC(C)(C)C1CCC(C(=O)OCC(=O)c2ccc[nH]2)CC1 (stereo not drawn) | -0.3 | 3.4 | -20 | 1.5 | -67 | 2.3 | 15 | -8 | 20 | -9 | 6
CCCNC(=O)C1CC(=O)N(c2ccc(OCc3ccc(F)cc3)cc2)C1 (stereo not drawn) | -1.5 | -0.2 | 1 | 3.0 | 15 | 2.6 | 217 | -4 | 14 | -1 | -9
Cc1ccc(CNC(=O)C(NS(=O)(=O)c2cccc3nsnc23)c2ccccc2)cc1 (stereo not drawn) | 2.6 | 1.7 | -9 | 2.1 | 15 | 3.5 | 239 | -10 | -2 | -5 | -19
Cc1ccc2c(c1)nc(-n1nc(C)cc1C)c1nnnn12 | -1.7 | -1.1 | 7 | 1.9 | x | 0.2 | 58 | -2 | 5 | -3 | -11
CCSc1nnc(NC(=O)[C@H](C)NC(=O)c2ccccc2Cl)s1 | -0.1 | -1.5 | 7 | 0.1 | 21 | -0.1 | x | 0 | -3 | -4 | -1
Cn1c(=O)c2c(nc(SCc3nn[nH]n3)n2Cc2ccccc2F)n(C)c1=O | x | -1.3 | 6 | x | 10 | 0.8 | x | 7 | -8 | -7 | 3
CC(=O)Nc1ccc(N/C=C(\C#N)S(=O)(=O)c2ccc(Cl)cc2)cc1 | -2.2 | -4.0 | 18 | -1.7 | 4 | 1.0 | 32 | -14 | -8 | -1 | 7
CC(C)(C)c1ccc(C(=O)NN=C2CCCC2)cc1 | 1.2 | 1.9 | -10 | 1.1 | -31 | 4.1 | 0 | -11 | 2 | 0 | -24
CCNC(=O)c1cc2c(=O)n3cccc(C)c3nc2n(CCc2ccccc2)c1=N | -1.1 | -4.1 | 21 | 2.8 | 26 | 5.1 | -5 | -2 | -3 | -5 | 16
C[C@H](NC(=O)OCc1ccccc1)c1nnc([C@H](C)NC(=O)OCc2ccccc2)o1 | -0.3 | -1.5 | 8 | 3.0 | -17 | 4.6 | -4 | -4 | -1 | -7 | 2
Cc1cccc(/C(N)=N/OC(=O)c2cccs2)c1 | -0.2 | 2.8 | -17 | 3.6 | -14 | 5.1 | -11 | -8 | -7 | -4 | -26
O=C(O)Cc1sc(Nc2cccc3ccccc23)nc1-c1ccccc1 | -3.7 | -1.2 | 5 | -1.1 | -27 | 0.4 | -8 | -6 | -6 | -5 | -22
Cc1ccc(NC(=S)N(Cc2ccco2)C(C)c2cccs2)c(Cl)c1 (stereo not drawn) | 0.1 | 1.3 | -7 | 0.2 | -14 | -1.1 | -4 | -4 | 8 | -5 | -5
NC(=O)C1CCCN(CCc2ccccc2)C1 (stereo not drawn) | -1.7 | -1.8 | 10 | -1.1 | -7 | 1.6 | -1 | -3 | 2 | -11 | -8

Next section, overlapping the part above by two compounds.
SMILES | Ecoli viability | OPRM1-OPRD1 ag | OPRM1-OPRD1 inv | AddAB inh | PfHsp90 set2 | phage Ecoli inh | Mot1-301 SUMO | PKA-R1A activ | Tat transport | PKA-R2B act | HTR5A inv ag
Cc1ccc(NC(=S)N(Cc2ccco2)C(C)c2cccs2)c(Cl)c1 (stereo not drawn) | 0.1 | 1.3 | -7 | 0.2 | -14 | -1.1 | -4 | -4 | 8 | -5 | -5
NC(=O)C1CCCN(CCc2ccccc2)C1 (stereo not drawn) | -1.7 | -1.8 | 10 | -1.1 | -7 | 1.6 | -1 | -3 | 2 | -11 | -8
CCOC(=O)N1CCC(NC(=O)c2ccccc2C(=O)O)CC1 | 0.8 | -1.5 | 8 | 0.8 | 2 | 1.8 | -17 | -1 | -12 | 2 | -1
CN1CCN(C(=O)C2CCCN(c3ncnc4c3nc3n4CCCCC3)C2)CC1 (stereo not drawn) | -1.6 | -1.9 | 10 | 1.2 | -21 | 0.3 | 13 | 12 | 0 | 14 | -8
CCc1cc(S(N)(=O)=O)cc(CC)c1NC(C)=O | -0.8 | 0.0 | 0 | 2.4 | 8 | 1.1 | 28 | -1 | -5 | 5 | 6
CCC1CCC/C1=N\NC(=O)CCC(=O)Nc1ccccc1Cl (stereo not drawn) | 1.6 | -0.3 | 2 | 0.7 | 8 | 1.9 | 3 | -3 | 1 | 0 | -12
Cc1ccc(C(=O)Nc2ccc(Oc3ccc(C(=O)O)c(C(=O)O)c3)cc2)cc1C | -1.6 | -2.1 | 10 | 2.2 | 12 | 1.4 | 5 | 2 | -6 | -9 | 9
COc1cccc(CN2CCC(CO)(CC3CCCCO3)CC2)c1 (stereo not drawn) | -6.3 | -1.2 | 6 | -0.6 | -7 | 4.3 | 1 | 2 | -1 | -10 | 10
C/C(=N/NC(=O)CC1N=C(Cc2ccccc2)NNC1=O)c1cccnc1 (stereo not drawn) | -1.9 | 2.1 | -11 | 2.0 | -14 | -0.5 | 0 | 7 | 0 | -2 | 10
CC(C)(C)S(=O)N1Cc2cc(=O)n(Cc3ccccc3)c(CCO)c2[C@H]1CCO (stereo partly drawn) | x | -0.1 | 0 | x | -19 | 1.7 | x | -12 | -2 | 4 | 0
O=C(Nc1ccccc1C(=O)NCc1cccnc1)c1cccc([N+](=O)[O-])c1 | -0.1 | -2.5 | 12 | 1.4 | -18 | 3.2 | -14 | 3 | -10 | 1 | -1
Nc1ccc(-c2nnn(Cc3ccccc3F)n2)cc1 | -4.6 | -2.0 | 10 | -1.5 | -21 | 1.3 | 13 | 2 | 7 | -1 | -41
C=CCSc1nnc(NC(=O)c2ccc(NC(C)=O)cc2)s1 | 2.6 | -2.6 | 14 | 2.3 | -32 | 3.8 | 1 | -5 | -9 | 1 | -4
COc1ccc(OC)c(-n2c(-c3cnccn3)n[nH]c2=S)c1 | -1.3 | -1.0 | 4 | -0.3 | 62 | 0.8 | 156 | -4 | -5 | 2 | 8
Cc1ccc(S(=O)(=O)NCc2cccnc2)cc1C(=O)N1CCCC1 | -0.9 | -0.5 | 3 | 1.4 | 17 | 1.1 | 132 | 2 | -2 | 17 | 11
CC(NC(=O)C1CCCN(S(=O)(=O)c2cccc3nonc23)C1)c1ccccc1 (stereo not drawn) | -1.6 | 0.3 | -2 | 1.2 | 6 | 1.4 | -7 | -9 | 0 | 1 | -4
O=C(Nc1ccc(S(=O)(=O)N2CCOCC2)cc1)c1ccc2c(c1)S(=O)(=O)c1ccccc1C2=O | -0.6 | -0.7 | 4 | -0.3 | x | -2.0 | 85 | 6 | -3 | -15 | -35
COc1cc(C(=O)O)ccc1OCC(=O)N1CCOCC1 | 0.2 | 0.1 | 0 | 0.7 | 1 | 1.5 | -7 | 1 | 1 | 4 | 16
CNCCCOc1ccc(Cl)cc1C(C)(C)C | 1.3 | 1.1 | -5 | -1.6 | 19 | 3.0 | 22 | 4 | -1 | -13 | -24
O=C(Cn1ncc2c3ccccc3n(Cc3ccccc3)c2c1=O)N1CCN(c2ccccn2)CC1 | 2.2 | 1.5 | -8 | 3.4 | -17 | x | -1 | -7 | 12 | 0 | 22
CCN(CC1CCCN(CCc2cccc(F)c2)C1)C(=O)c1cc(C)oc1C (stereo not drawn) | -0.1 | -0.4 | 2 | 2.7 | -1 | 3.0 | 243 | 4 | 6 | 4 | -5
Cc1ccccc1-c1nc2sc(C)c(C)c2c(=O)o1 | -2.6 | 1.7 | -8 | 0.2 | -14 | -3.0 | 13 | -7 | 2 | 4 | 12
COC(=O)c1cc(S(=O)(=O)N2CCN(c3cccc(Cl)c3)CC2)c[nH]1 | -0.9 | 4.2 | -23 | -0.5 | -5 | x | -8 | -13 | 5 | -2 | -29
COc1ccc(NC(=O)N(C)C[C@H]2Oc3ccc(NC(=O)CCN4CCOCC4)cc3C(=O)N([C@@H](C)CO)C[C@H]2C)cc1 | -0.3 | -1.6 | 9 | 2.1 | -10 | 3.4 | -14 | -6 | -9 | -5 | 6
COc1ccc(S(=O)(=O)Nc2ccc3oc(C)c(C(=O)O)c3c2)cc1 | 0.6 | 1.7 | -9 | 4.1 | 11 | 0.5 | 46 | -8 | -10 | 3 | -7
COc1ccccc1C(=O)Nc1cc(Cl)ccc1-n1cncn1 | 0.8 | -4.4 | 22 | 1.3 | 2 | 0.7 | -14 | 0 | -4 | -1 | -20
O=C(N/N=C/c1ccncc1)c1ccc(-n2cccc2)cc1 | -0.6 | -2.1 | 11 | 0.0 | -28 | 3.7 | 6 | 7 | 3 | 0 | 16
CN(Cc1ccccc1)C(=O)c1cccc(NC(=O)Cc2ccc(NC(=O)C3CCN(C(=O)CCc4ccccc4)CC3)cc2)c1 | x | -0.5 | 2 | x | 5 | 4.2 | x | -4 | 4 | -5 | -16
COc1ccccc1C(=O)NC(=O)COC(=O)c1oc2ccccc2c1C | -1.4 | 0.5 | -2 | -2.7 | -86 | 6.1 | 3 | 5 | -5 | 9 | 10
CC(=O)c1c(C)[nH]c(C(=O)COC(=O)c2ccc(C)s2)c1C | -2.3 | 1.0 | -5 | 0.9 | -10 | 3.0 | -5 | -10 | -6 | -5 | -7
COCCCNC(=O)CC1Oc2ccccc2NC1=O (stereo not drawn) | 0.3 | -1.8 | 9 | 3.1 | -2 | 3.2 | 264 | 12 | -12 | -9 | -20

Compound activity from PubChem BioAssay.

Rows were taken by chance; any-hit rate near 2.2%.
